Bioassay records: PubChem BioAssay, Southern Research Specialized Biocontainment Screening Center
Dengue-2 NS5 capping: Dengue-2 NS5 methyltransferase inhibitors, primary screen, biochemical, confirmation dose response (AID 588689) | hit rate 0.3% among 340,000 | one-dose inhibition, % at 25 µM; IC50 in µM for titrated hits | Dengue-2 NS5 methyltransferase capping enzyme assay, biochemical; higher % means a stronger effect; in the data active = a potency from the dose series
RSV antiviral HEp-2: RSV antiviral activity via CPE protection, HEp-2 cells, primary 10 µM value included (AID 2391); HEp-2 cells, RSV-induced CPE inhibition; higher % means a stronger effect; one-dose CPE inhibition, % at 10 µM; IC50 in µM for titrated hits; hit rate 0.13% among 310,000; in the data active = a potency from the dose series; also: strong numbers were not always called active
Rac1 GTP hydrolysis: MgcRacGAP GTPase-activating activity inhibitors, confirmation, biochemical, ADP Hunter fluorescence. hit rate 0.6% among 340,000. MgcRacGAP-stimulated Rac1 GTP hydrolysis, ADP Hunter fluorescence; higher % means a stronger effect; GST-tagged Rac1 F28L mutant substrate. AID 624330. inhibition, % at 30 µM, or IC50 in µM where a hit was titrated;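 active = first-screen hits whose inhibition reached a set limit at any dose in the follow-up dose series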;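 also: fluorescence reports GDP produced by GAP-driven GTP hydrolysis; strong numbers were not always called active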
Dengue-2 NS5 capping pilot replicate: further read-out of Dengue-2 NS5 capping, marked with its call; inhibition, %; measured here: pilot screen replicate inhibition
The depositor's hits bear a star. Only part of the results is shown; the hit share may differ from the screen's.

SMILES	Dengue-2 NS5 capping	RSV antiviral HEp-2	Rac1 GTP hydrolysis	others
N#Cc1ccccc1NC(=O)c1ccccc1OCC(=O)Nc1ccc2c(c1)oc1ccccc12	-6%	2.6%	0%
CC(NC(=O)c1ccco1)C(=O)OCC(=O)N1CCCCCC1 (stereo not given)	2%	0.3%	4%
COc1ccc(C(=O)NCc2ccc3c(c2)OCO3)cc1S(=O)(=O)N1CCCC1	5%	0.7%	3%
Cn1cc(C(CO)Cc2ccccc2)c2ccccc21 (stereo not given)	-7%	1.1%	8%
CCCN(CC(=O)Nc1ccccc1OC)C(=O)Cc1ccc2c(c1)CCC2	2%	5.4%	-1%
CN(CC(=O)Nc1cccc(F)c1)C(=O)c1cc(=O)[nH]c2ccccc12	-1%	1.1%	5%
COc1cccc(/C=C/C(=O)OCC(=O)c2c[nH]c3ccccc23)c1	2%	0.3%	1%
CN(C(=O)COC(=O)C12CC3CC(CC(C3)C1)C2)c1c(N)n(Cc2ccccc2)c(=O)[nH]c1=O	-1%	-0.2%	12%
O=C(NNC(=S)Nc1ccc(Cl)cc1Cl)c1cccnc1	6%	-0.2%	9%
CCCCN1CC(=O)N2[C@H]3c4cc(Br)ccc4OC[C@@H]3[C@H](C(=O)OCC)[C@]2(C)C1=O	-7%	-0.8%	4%
COc1ccc(Cl)cc1NC(=O)COC(=O)c1ccc(C)o1	-4%	3.5%	8%
COc1ccccc1-c1nn(Cc2ccccc2)cc1C(=O)N1CCN(c2ncccn2)CC1	1%	-0.3%	6%
CCOc1ccc(NC(=O)CSc2nnnn2C2CC2)cc1S(=O)(=O)N1CCCC1	-7%	0.7%	5%
CN(CC(=O)Nc1ccccc1C(=O)NC1CC1)Cc1cccs1	-5%	2.2%	4%
COc1ccc(C(=O)NCC(=O)OCc2nc(N)nc(Nc3ccccc3C)n2)cc1	0%	0.8%	1%
O=C(NCc1ccccc1CN1CCCC1)c1ccc(OCc2cscn2)cc1	2%	-1.2%	3%
CC(CCCCCCCCC(=O)O)N(CCO)C(=O)OC(C)(C)C (stereo not given)	5%	0.4%	2%
Cc1ccc(S(=O)(=O)N2CCOCC2)cc1C(=O)OCC(=O)c1ccc(Br)cc1	2%	-1.0%	2%
CC1CCN(C(=O)c2ccc(S(=O)(=O)N3CCCC3)cc2)CC1	2%	1.8%	0%
CC1(c2ccccc2)NC(=O)N(CC(=O)NNC(=O)c2cccc(Cl)c2)C1=O (stereo not given)	3%	0.8%	-1%
COc1ccc(OC)c(/C=C/C(=O)N(C)CC(=O)Nc2ccc(N3CCOCC3)cc2)c1	0%	-0.1%	1%
Cc1ccc(NC(=O)c2ccc(S(=O)(=O)N3CCCCC3)cc2)nc1	10%	2.0%	4%
CN(C)C(CNC(=O)c1cccc(S(=O)(=O)Nc2ccccc2Cl)c1)c1ccco1 (stereo not given)	-11%	1.1%	5%
COc1cccc(OC)c1C1=CC(=O)C[C@H](c2ccc3c(c2)OCO3)C1	-2%	0.2%	-1%
COCc1c(C(=O)OCC(=O)N2CCCC2=O)oc2ccccc12	-6%	1.1%	5%
O=C(NCCc1ccccc1)c1ccc2c(c1)S(=O)(=O)c1cc(Cl)ccc1C2=O	-4%	-0.5%	7%
Cc1ccc(C(=O)CSc2nnc(C3CC3)n2C2CC2)s1	-6%	2.2%	1%
Nc1ccn(CC(=O)NCc2ccccc2)c(=O)n1	5%	0.6%	-9%
Cc1cccnc1NC(=O)CNC(=O)C1CCCCC1	-1%	0.1%	12%
O=S(=O)(Nc1cc(S(=O)(=O)N2CCOCC2)ccc1O)c1ccc2c(c1)OCCCO2	4%	0.0%	14%
COc1ccc(NC(=O)CCN=C2NS(=O)(=O)c3ccccc32)cc1S(=O)(=O)N(C)C	5%	1.1%	7%
O=C1CC(N2CCN(C3CCc4ccccc4C3)CC2)C(=O)N1c1ccccc1 (stereo not given)	7%	0.1%	10%
CCC(C)N(C(=O)CN1C(=O)NC2(CCc3ccccc32)C1=O)C1CCS(=O)(=O)C1 (stereo not given)	-13%	1.5%	1%
O=C(CCC(=O)NNC(=O)c1ccc(Cl)cc1Cl)NCc1ccccc1	-1%	1.3%	4%
C/C=C(\C)C(=O)O[C@@H]([C@H](O)c1cc2ccc(=O)oc2cc1OC)C(C)(C)O	-1%	0.3%	12%
CCOC(=O)c1c(C)[nH]c(C(=O)NNC(=O)c2ccc(Br)cc2)c1C	0%	1.1%	-1%
CCC1CCc2sc(C(=O)NCC(c3ccccc3OC)N3CCCC3)cc2C1 (stereo not given)	-10%	-1.6%	4%
COc1ccc(OC)c(NC(=O)C(C)SCc2nc3sc(C)c(C)c3c(=O)[nH]2)c1 (stereo not given)	-5%	-0.7%	-4%
CNC(=S)N/N=C/c1ccc(C(C)C)cc1	-11%	6.5%	9%
Cc1nnc(SCc2cc(=O)[nH]c(N3CCCCC3)n2)s1	-1%	0.0%	-2%

The last five entries of the section above lead into the next:
SMILES	Dengue-2 NS5 capping	RSV antiviral HEp-2	Rac1 GTP hydrolysis	others
CCOC(=O)c1c(C)[nH]c(C(=O)NNC(=O)c2ccc(Br)cc2)c1C	0%	1.1%	-1%
CCC1CCc2sc(C(=O)NCC(c3ccccc3OC)N3CCCC3)cc2C1 (stereo not given)	-10%	-1.6%	4%
COc1ccc(OC)c(NC(=O)C(C)SCc2nc3sc(C)c(C)c3c(=O)[nH]2)c1 (stereo not given)	-5%	-0.7%	-4%
CNC(=S)N/N=C/c1ccc(C(C)C)cc1	-11%	6.5%	9%
Cc1nnc(SCc2cc(=O)[nH]c(N3CCCCC3)n2)s1	-1%	0.0%	-2%
CC(=O)c1cccc(S(=O)(=O)N2CCC(C(=O)N(C)Cc3ccc(Cl)s3)CC2)c1	1%	-0.1%	3%
O=C(COC(=O)/C=C/c1cccc(Cl)c1)Nc1cccc(S(=O)(=O)NC2=NCCC2)c1	-8%	1.1%	5%
CN1C(=O)N(CC(=O)N2CCN(S(=O)(=O)/C=C/c3ccccc3)CC2)C(=O)C12CCCCC2	6%	0.4%	1%
COc1ccccc1Nc1nnc(SCC(=O)NC2CCCC2)s1	0%	0.3%	-6%
CC(OC(=O)C1=NN(c2ccccc2)C(=O)CC1)C(=O)NC1CCCCC1C (stereo not given)	-7%	-0.9%	8%
COc1ccc(CCNC(=O)COC(=O)c2cc(=O)c3ccccc3o2)cc1	-6%	0.0%	1%
Cc1cc(C(=O)COC(=O)c2n[nH]c(=O)c3ccccc23)c(C)n1C(C)C	-4%	1.3%	3%
O=C(Nc1cc(S(=O)(=O)N2CCOCC2)ccc1Cl)c1cc2ccccc2o1	-11%	1.9%	8%
COc1ccc(C(CNC(=O)c2cc3c(s2)CCC(C)C3)N2CCOCC2)cc1 (stereo not given)	-3%	0.1%	3%
Nc1nonc1-n1nnc(C(=O)N/N=C/c2ccccc2O)c1CN1CCCC1	-2%	2.3%	-2%

A run of entries taken from the entries so far:
SMILES	Dengue-2 NS5 capping	RSV antiviral HEp-2	Rac1 GTP hydrolysis	others
CC(=O)c1cccc(S(=O)(=O)N2CCC(C(=O)N(C)Cc3ccc(Cl)s3)CC2)c1	1%	-0.1%	3%
O=C(COC(=O)/C=C/c1cccc(Cl)c1)Nc1cccc(S(=O)(=O)NC2=NCCC2)c1	-8%	1.1%	5%

Other records follow.
SMILES	Dengue-2 NS5 capping	RSV antiviral HEp-2	Rac1 GTP hydrolysis	others
O=C1C=C(c2ccc(Oc3ccccc3)cc2)C[C@@H](c2ccc3c(c2)OCO3)C1	-2%	2.0%	0%
CCN(C(=O)COC(=O)CCOc1ccccc1)c1c(N)n(Cc2ccccc2)c(=O)[nH]c1=O	0%	1.5%	-3%
CC1CCCC(C)N1C(=O)COC(=O)CNC(=O)c1ccccc1F (stereo not given)	6%	1.1%	3%
Cc1ccc(N2CC(C(=O)Nc3ccccc3C(=O)NC3CCCCC3)CC2=O)cc1C (stereo not given)	3%	1.1%	-10%	Dengue-2 NS5 capping pilot replicate=2.0
CN(Cc1ccc(Cl)cc1)C(=O)COC(=O)c1ccc(-c2ccc(O)cc2)cc1	0%	-0.6%	8%
CN(C(=O)COC(=O)c1cc2ccccc2cc1O)C1CCCCC1	4%	1.3%	3%
Cc1ccc(C(=O)NNC(=O)C(NC(=O)c2cccc(C)c2)C(C)C)cc1 (stereo not given)	-3%	1.0%	0%
O=C(CCNC(=O)c1ccc([N+](=O)[O-])cc1)NCc1ccco1	-5%	1.1%	2%
Cn1cncc1C#Cc1ccc2cc(C3(O)CCCCC3)oc(=O)c2c1	1%	1.7%	6%
O=C(COc1ccc(Cl)cc1Br)Nc1cccc(S(=O)(=O)N2CCCC2)c1	-3%	8.8%	0%

Six compounds picked at random from the list so far, as already listed:
SMILES	Dengue-2 NS5 capping	RSV antiviral HEp-2	Rac1 GTP hydrolysis	others
Cc1ccc(C(=O)NNC(=O)C(NC(=O)c2cccc(C)c2)C(C)C)cc1 (stereo not given)	-3%	1.0%	0%
CC1CCCC(C)N1C(=O)COC(=O)CNC(=O)c1ccccc1F (stereo not given)	6%	1.1%	3%
O=C(CCNC(=O)c1ccc([N+](=O)[O-])cc1)NCc1ccco1	-5%	1.1%	2%
CN(Cc1ccc(Cl)cc1)C(=O)COC(=O)c1ccc(-c2ccc(O)cc2)cc1	0%	-0.6%	8%
CCN(C(=O)COC(=O)CCOc1ccccc1)c1c(N)n(Cc2ccccc2)c(=O)[nH]c1=O	0%	1.5%	-3%
O=C1C=C(c2ccc(Oc3ccccc3)cc2)C[C@@H](c2ccc3c(c2)OCO3)C1	-2%	2.0%	0%

Following part.
SMILES	Dengue-2 NS5 capping	RSV antiviral HEp-2	Rac1 GTP hydrolysis	others
C[C@@H](NC(=O)c1[nH]cnc1C(=O)Nc1ccccc1)c1ccccc1	-12%	2.2%	10%
O=C(CN1C(=O)NC(c2ccccc2)(c2ccccc2)C1=O)N1CCOCC1	-5%	0.0%	5%
CCOC(=O)Cc1csc(NC(=O)c2cc(C)c(C)s2)n1	2%	1.8%	3%
Cc1ccc(NC(=O)COC(=O)c2c(-c3ccccc3)noc2C)c(C)c1	-3%	1.1%	6%
Cc1c(C(=O)OCC(=O)N(C)CC(=O)Nc2ccc(F)cc2)oc2ccccc12	-8%	0.0%	3%
O=C(c1ccco1)N1CCN(c2ccc(Cl)c(Cl)c2)CC1	-1%	3.4%	12%
CC(Sc1nccn1C)C(=O)NC1(C#N)CCCCC1 (stereo not given)	-2%	0.1%	-1%
N#Cc1ccccc1NCC(=O)N1CCN(S(=O)(=O)c2ccccc2)CC1	-4%	1.1%	5%
Cc1c(C(=O)N2CCN(C(c3ccccc3)c3ccccc3)CC2)oc2ccccc12	3%	10%	4%
Cc1nc(SCC(=O)N(C)C2(C#N)CCCCC2)c2ccccc2n1	-16%	1.1%	4%
O=C(COC(=O)/C=C/c1cccc(C(F)(F)F)c1)NC1CCS(=O)(=O)C1 (stereo not given)	-4%	1.0%	4%
CC(=O)c1ccc(S(=O)(=O)N2CCN(C(=O)c3ccc(N)c([N+](=O)[O-])c3)CC2)cc1	6%	1.7%	0%
CCOC(=O)c1c(C)[nH]c(C(=O)OCC(=O)NCc2ccc(F)cc2)c1C	3%	-1.0%	6%
O=C(CNC(=O)c1cc(Cl)nc2ccccc12)Nc1ccccc1Br	-9%	1.1%	9%
O/N=C/c1cc(Br)ccc1OCc1ccccc1F	9%	16%	7%
COc1ccc([C@@]2(C(C)C)ON(c3ccccc3C(F)(F)F)C2=O)cc1	-7%	-0.1%	2%
CC1CCCCC1NC(=O)NC(=O)COC(=O)c1cncc(Br)c1 (stereo not given)	-4%	0.2%	2%

Part of the list above in order of formula weight, high to low.
SMILES	Dengue-2 NS5 capping	RSV antiviral HEp-2	Rac1 GTP hydrolysis	others
CC(=O)c1ccc(S(=O)(=O)N2CCN(C(=O)c3ccc(N)c([N+](=O)[O-])c3)CC2)cc1	6%	1.7%	0%
O=C(CNC(=O)c1cc(Cl)nc2ccccc12)Nc1ccccc1Br	-9%	1.1%	9%
CC1CCCCC1NC(=O)NC(=O)COC(=O)c1cncc(Br)c1 (stereo not given)	-4%	0.2%	2%
O=C(COC(=O)/C=C/c1cccc(C(F)(F)F)c1)NC1CCS(=O)(=O)C1 (stereo not given)	-4%	1.0%	4%
